# mcGAS MS inh – mouse cGAS inhibition by mass spec; inhibition, % at 12.5 µM; 130,000 tested, 0.18% active; recombinant mouse cGAS, cGAMP by RapidFire MS; AID 1259397;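 active means inhibition of cGAS enzyme activity at or above 60%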;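 further: enzyme stimulated by 45 bp dsDNA with ATP and GTP substrates; cGAMP share of summed cGAMP plus half ATP and half GTP signals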
# Target sequence (Q8C6L5 whole entry, looked up): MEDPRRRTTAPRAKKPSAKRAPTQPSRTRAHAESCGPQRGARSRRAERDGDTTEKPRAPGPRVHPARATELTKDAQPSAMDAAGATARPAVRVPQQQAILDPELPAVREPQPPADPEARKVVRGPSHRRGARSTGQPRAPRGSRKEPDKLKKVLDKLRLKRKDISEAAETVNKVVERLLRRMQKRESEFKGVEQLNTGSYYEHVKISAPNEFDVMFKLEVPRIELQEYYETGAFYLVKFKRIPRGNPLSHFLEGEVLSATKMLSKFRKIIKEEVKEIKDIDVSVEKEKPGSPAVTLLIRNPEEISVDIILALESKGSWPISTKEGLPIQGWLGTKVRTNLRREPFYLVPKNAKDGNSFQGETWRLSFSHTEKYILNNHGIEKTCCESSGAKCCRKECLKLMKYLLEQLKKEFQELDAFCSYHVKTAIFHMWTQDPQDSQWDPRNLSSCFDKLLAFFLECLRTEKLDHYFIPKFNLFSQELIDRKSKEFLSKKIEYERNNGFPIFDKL
# * = called active by the depositor; & = joins results of further samples.
structure,mcGAS MS inh
COc1cccc(C(=O)NCCC(=O)Nc2cnc3n2CCCC3)c1,-19
COc1ccc(CCNC(=O)c2cc(=O)c(OCc3ccc(F)cc3)c[nH]2)cc1OC,-4
Cc1ccc(NC(=O)c2cc3ccccc3n2C)c(OCC(=O)N(C)C)c1,-11
CCc1nc(C2CCCN(Cc3csc(-c4ccoc4)n3)C2)no1 (centres undefined),-11
Cc1ccc(C)c(C(=O)COC(=O)c2ccccc2C)c1,-5
Cn1cnc([N+](=O)[O-])c1N1CCN(c2ccc(O)cc2)CC1,-4
COc1ccccc1/C=N\NC(=O)CSc1nnc(-c2ccccc2)n1-c1ccccc1,-9
Cc1cc(C)c(C(=O)N2CCCC(Nc3ccc(C)c(C)c3)C2)o1 (centres undefined),-5
CCOc1ccccc1CN1CCN(Cc2cnn(C)c2)CC1CCO (centres undefined),-10
O=c1[nH]nc(N2CCOCC2)c(=O)[nH]1,-7
Cc1nnc(-c2cccc(NC(=O)C3CCN(C(=O)C4=CCCC4)CC3)c2)s1,0
O=C(CC1CCS(=O)(=O)C1)NC1CCCCC1 (centres undefined),-6
Cc1ccc(C)c(S(=O)(=O)N2CCCC2CNC(=O)c2c(F)cccc2F)c1 (centres undefined),11
O=S1(=O)CCC(N2CCN(Cc3cc(Cl)cc(C4CCCCC4)c3O)CC2)C1 (centres undefined),-1
Cc1c(C(=O)NCc2ccc3c(c2)OCCO3)sc(=O)n1Cc1ccccc1F,-7
COc1ccc(-n2ncc3c2CC(C)(C)CC3NC(=O)CCN2CCCC2=O)cc1 (centres undefined),-4
O=C(CSCc1ccc(Cl)s1)Nc1ccc(Cl)cn1,-14
CC(=O)N1CCC(Oc2ccc(Cl)cc2C(=O)NCCc2cnccn2)CC1,-10
O=S(=O)(c1cccc2cccnc12)N(CCO)CCO,-23
NC(=O)Nc1ccc(CC(=O)OCCn2c(=O)oc3ccccc32)cc1,-1

# The list goes on; the last 2 above are carried over.
structure,mcGAS MS inh
O=S(=O)(c1cccc2cccnc12)N(CCO)CCO,-23
NC(=O)Nc1ccc(CC(=O)OCCn2c(=O)oc3ccccc32)cc1,-1
Fc1ccc(Oc2ncnc3sc4c(c23)CCCC4)cc1,-13
CCc1nnc(CN2CCCC(C3(C)NC(=O)N(C(C)C)C3=O)C2)o1 (centres undefined),-11
Cc1cccc2[nH]c(COCC(=O)N3CCN4CCN(C)CC4C3)nc12 (centres undefined),1
CC#CCN1C(=O)C(CCC(=O)N2CCCC2c2ccc3c(c2)OCCO3)NC(=O)c2ccccc21 (centres undefined),-8
O=C1CCc2c(OCc3ncc(-c4cccc(Cl)c4)o3)cccc21,4
Cn1c(=O)c2c(nc(NCCN3CCOCC3)n2C)n(C)c1=O,-42
Cn1cnnc1CCNC(=O)CSCc1ccccc1Cl,1
COc1ccc(N2CCCn3c2nc2c3c(=O)n(C)c(=O)n2C)c(OC)c1,-7
Cc1ccc(C(=O)NC2CCN(C(=O)Cc3cccs3)CC2)s1,-4
Cn1nnc2c(N3CCC(O)CC3)ncnc21,-12
C=Cc1ccc(CN2C(=O)C(C)Oc3ccc(F)cc32)cc1 (centres undefined),-6
CN(C)[C@@H]1C[C@@H](C(=O)O)N(C/C=C/c2ccccc2)C1,9
CC1CCCN(C(=O)COC(=O)C2=COCCO2)C1 (centres undefined),-3
CC(C(=O)Nc1nccs1)N(C)Cc1cn[nH]c1-c1ccc(F)cc1 (centres undefined),-40
N#Cc1ccsc1NC(=O)COC(=O)CC1Sc2ccccc2NC1=O (centres undefined),9
Cc1sc(N)c(C(=O)c2cccc(C(F)(F)F)c2)c1C,-23
CCCCC1C=CCN1C(=O)c1cnc(C(C)C)[nH]c1=O (centres undefined),3
N#CCN1N=C(c2cc(Cl)sc2Cl)CSC1=O,-1
C=CCn1c(SCC(=O)NCC2CCCO2)nc2sc3c(c2c1=O)CCCC3 (centres undefined),-7
CCC1NCCc2sccc21 (centres undefined),-14
COc1ccc(F)c(F)c1CN1CCC2(CCNCC2)C1,-3
CCNC(=O)NCCc1ccccc1Br,-10
CCOC(=O)Cn1c(=NC(=O)c2ccc3ncsc3c2)sc2cc(S(N)(=O)=O)ccc21,-6
O=C(c1cccc([N+](=O)[O-])c1)N1CCN(C(C(=O)N2CCc3ccccc3C2)C2CCCC2)CC1 (centres undefined),-5
O=C(NCCn1cccc1)c1ccc(Cl)cn1,-31
COc1ccc(C(=O)Nc2c(C)nc3cc(C)ccn3c2=O)cc1OC,-9
CC(C)Cn1c(N2CCN(Cc3ccc(F)cc3)CC2)nc2c1c(=O)[nH]c(=O)n2C,-4
Cc1nn(CC(=O)NC2CCCCC2)c(C)c1S(=O)(=O)NC(C)(C)C,-9
N#Cc1ccc(NC(=O)C(=O)NCc2ccccc2CO)cc1,-14
Cc1sc2ncn(C(C)C(=O)OCc3ccccc3)c(=O)c2c1C (centres undefined),-8
COCCCn1c(CN2CCCO2)cnc1S(=O)(=O)C1CCCC1,9
COc1ccc2c(c1OC)C(c1ccccc1)(c1ccccc1)OC2,-3
c1cc(-c2ccc(CN3CCC(c4nnc5n4CCCCC5)CC3)o2)[nH]n1,-4
CC(C)NC(=O)c1cc(C(C)C)nc2ccccc12,-1
N#Cc1ccc(OS(=O)(=O)c2ccc(F)cc2)cc1,-8
CS(=O)(=O)c1ccc(NS(=O)(=O)c2cccc(Br)c2)cc1,-6
Cc1ccc(CNC(=O)NCc2ccc3c(c2)OCO3)n1C,-3
COc1ccc(S(=O)(=O)n2nnc3ccccc32)c2ccccc12,-2
O=C(CC(c1ccccc1)c1ccc2c(c1)OCO2)NCCN1CCCCC1 (centres undefined),-7
Cc1noc(NC(=O)NC2(c3cccc(Br)c3)CCC2)c1C,-12
CC(=O)c1[nH]c(C)c(C(=O)N2CCCC3(CNC(=O)O3)C2)c1C (centres undefined),-10
CN(CCc1ccc(Br)cc1)C(=O)NC1CC1,-2
O=C(CCN1CCCCO1)N1CC(Oc2ccccc2F)C1,-43
CCOC(=O)C1SC(SCC(=O)NC(C(=O)OC)C(C)CC)=NC1=O (centres undefined),-6
CN(C(=O)CC1Oc2ccccc2NC1=O)C1CCCC1 (centres undefined),1
COc1ccc(Cl)cc1NC(=O)CC1SC(N2CCOCC2)=NC1=O (centres undefined),-1
CCCn1c(N)c(N(CCOC)C(=O)C(CC)CC)c(=O)[nH]c1=O,-8
Cc1ccc(-c2nnc(CN3CCCC(Cc4nc5ccccc5[nH]4)C3)o2)n1C (centres undefined),-23
O=C(Cn1nc2nc(Nc3ccc(F)cc3)ccn2c1=O)N1CCCC1,-6
CC(C)C(=O)NC1CCN(C(=O)C2(c3ccc(F)cc3)CCC2)CC1,-11

# Two entries from above, reformatted:
mcGAS MS inh | SMILES
-13 | Fc1ccc(Oc2ncnc3sc4c(c23)CCCC4)cc1
-11 | CCc1nnc(CN2CCCC(C3(C)NC(=O)N(C(C)C)C3=O)C2)o1 (centres undefined)

# Back to the main list with the 2 entries that preceded the break.
structure,mcGAS MS inh
O=C(Cn1nc2nc(Nc3ccc(F)cc3)ccn2c1=O)N1CCCC1,-6
CC(C)C(=O)NC1CCN(C(=O)C2(c3ccc(F)cc3)CCC2)CC1,-11
O=C(O)CCC(=O)Nc1ccc(Oc2ccccc2-c2ccccc2)cc1,-7
CCOC(=O)C1=C(C)NC2=C(C(=O)CCC2)C1c1cc2c(cc1Cl)OCO2 (centres undefined),0
COCC1CCN(C(=O)c2ccccc2OC2CCN(C(=O)c3cccnc3)CC2)CC1,7
Cc1nc(-n2nc(-c3cccs3)cc2N)[nH]c(=O)c1C,31
CC(C)(C)OC(=O)NCCCC(=O)O,-14
O=C1OC(/C=C/c2ccc([N+](=O)[O-])cc2)=NC/1=C/C=C/c1ccccc1,-17
CCC[C@@H]1C[C@H](NC(C)=O)C[C@H](C2CCCCC2)O1,-14
O=C(c1ccc(NCc2ccc[nH]c2=O)nc1)N1CCC(N2CCOCC2)CC1,-13
COc1cc(OC)cc(C2=NC3(CCCC3)NC2=S)c1,-3
CCOC(=O)/C=C/C(=O)Nc1ccccc1C(=O)N(C)C1CCCCC1,-4
O=C(NCc1ccc(N2CCCCC2CCO)nc1)c1cc(-c2cccc(Cl)c2)n[nH]1 (centres undefined),-6
CC(C(=O)N1CCCC(O)C1)N1CCN(c2ccc(F)cc2)CC1 (centres undefined),-9
O=C(c1c[nH]c(=O)c(Cl)c1)N1CCOC(COCc2cccc(C(F)(F)F)c2)C1 (centres undefined),-7
CCOc1cccc(CN(Cc2ccccn2)C2CC2)c1,-6
CCN(CC)c1ncccc1CNC(=O)C1CCC1,-8
Cn1cnnc1SCc1nc(N)nc(N2CCCCC2)n1,1
COCCc1nc2ccc(C(=O)N3CCCC3c3nc4ccc(C)cc4[nH]3)cc2o1 (centres undefined),-8
Cc1cccn2c(CNCCc3ccccc3Cl)c(C(=O)N3CCCCC3)nc12,-7
Cc1ccc(C)c(-c2csc(NC(=O)C3CCS(=O)(=O)C3)n2)c1 (centres undefined),-7
COc1cc(C)c(C)cc1S(=O)(=O)N1CCN(c2ccc(C)c(Cl)c2)CC1,9
O=c1[nH]c(CSc2ncnc3sccc23)nc2ccsc12,-4
Fc1ccc(-c2cn(-c3ccccc3)c3[n+]2CCCS3)cc1,-12&-11
CCOc1ccc(N(C(C)=O)C2=NC(=O)/C(=C/c3ccccc3O)S2)cc1,-3
Cc1c(Br)cc(C(=O)N(CC#N)CC#N)c(C)c1C,-4
Cc1ccc(Cl)c(NC(=O)c2cccc(CN3CCC[C@@H]3C(N)=O)c2)c1,-23
CC(SCc1ccc(Br)cc1)C(=O)Nc1nc(CC(N)=O)cs1 (centres undefined),-5
Cc1ccc(-c2ccc(C(=O)NCC(O)c3ccc(C)o3)c(F)c2)cc1 (centres undefined),-10
Cn1cccc1CNCC1CCCn2cc(C(C)(C)C)nc21 (centres undefined),-9
Nc1ccc(S(=O)(=O)Nc2ccnn2-c2ccccc2)cc1,5
CCOC(=O)C1(CCOc2ccccc2)CCCN(C(=O)C(=O)c2ccccc2)C1 (centres undefined),-4
COc1ccc(CCn2c(C)c3c(C)nnc(C)c3c2C)cc1OC,-3
CN(C)S(=O)(=O)c1ccc(Cl)c(C(=O)N(Cc2ccc(F)cc2)C2CC2)c1,-1
NC1(C(=O)N2CCCC(c3ccc(Cl)cc3)C2)CC1 (centres undefined),-2
CCOC(=O)CC1CCCCN1Cc1cn(C)nc1-c1ccc2c(c1)OCCO2 (centres undefined),-12
O=C(Nc1ccncc1)c1cc(Br)ccc1Cl,-18
O=C(Nc1ccc(-c2cscn2)cc1)C1CCCN(Cc2cccc3ncccc23)C1 (centres undefined),-4
CC(C)c1n[nH]c(=S)n1C1CCCCC1,-5
Cc1c(C(=O)NCc2ccc3c(c2)OCO3)sc(=O)n1Cc1cccc(F)c1,-3
CC(C)CSc1nnc(C2CCCCC2)o1,-10
Cn1c(=O)c2c(nc(NCCO)n2C)n(C)c1=O,-4
Cc1cc(S(=O)(=O)NCCC2=CCCCC2)ccc1Br,-1
COC(=O)[C@H]1[C@H]2C[C@H]3c4[nH]c5ccccc5c4CCN3C[C@@H]2CC[C@@H]1O,12
O=C(CN1CCN(c2ccccn2)CC1)NC1CCCc2ccccc21 (centres undefined),-19
NS(=O)(=O)c1ccc(NCCCn2ccnc2)c([N+](=O)[O-])c1,-12
COc1ccc(-c2nnc(SCc3cccc(C#N)c3)o2)cc1,-3
Cc1nnc(CNC(=O)CN2CCN(c3ccc4c(c3)OCCO4)C2=O)o1,-6
CC(C)C(CNc1ncc(C#N)cc1Cl)N1CCOCC1 (centres undefined),-5
CC(C)CC12CN3CCN(CC(C3)C1=N/N=C1/C3CN4CCN(C3)CC1(CC(C)C)C4)C2,-6
CCCC(=O)Nc1ccc(C2=CSC3=NS(=O)(=O)CCN23)cc1,-10
CC1CNC(=O)CCN1Cc1cnc(-c2cccc3ccccc23)nc1 (centres undefined),-14

# (next part)
structure,mcGAS MS inh
CC(C)c1nn(CC(=O)N(C(C)C)C(C)C)c(=O)c2c1cnn2-c1ccc(F)cc1,-6
Cc1nnsc1CN(C)C(=O)c1nc(-c2ccccc2)cs1,-9
C=CCn1c(=O)c2c(nc3n(CCCl)c(C)c(C)n23)n(C)c1=O,-1
COc1ccc(SC(C)C(=O)N2CCN3C(=O)OCC3C2)cc1 (centres undefined),-3
O=C(NCCCC(=O)N1CCOC(COCc2cccc(C(F)(F)F)c2)C1)OCc1ccccc1 (centres undefined),-2
Cc1cccc(C(C(=O)NCc2cnc3c(C)cccn23)N(C)C)c1 (centres undefined),-37
CCCOc1cccc(C2CC(=O)Nc3c2c(C)nn3-c2ccc3nncn3n2)c1 (centres undefined),-2
O=S(=O)(c1ccc(F)cc1)N1CCC(c2nc(C3CC3)n[nH]2)CC1,1
O=C(NCCC1=CCCCC1)c1cc(N2CCSCC2)nc2ccccc12,-6
Cc1ccc2c(c1)C(=O)N(CCCC(=O)Nc1ncccc1C)C2=O,5
CNc1ncc(CN(C)C(=O)c2cccc(Cn3cccn3)c2)cn1,-2
CCOc1cc(C)c(Cl)cc1S(=O)(=O)Nc1cccc2cn[nH]c12,-13
CC(=O)c1cccc(-c2ccc(F)cn2)c1,2
CC1=NN(c2ccc(C(=O)NC(C)c3cc(C)oc3C)cc2)CC1 (centres undefined),-9
c1cnn(-c2ccc(CN3C[C@@H]4[C@@H]5CC[C@@H](C5)[C@@H]4C3)cc2)c1,-8

# Screening data as filed in PubChem BioAssay.

# Only part of the results is shown, so the mix of outcomes need not match the whole.
